Assay outcomes (PubChem BioAssay)
CAL PDZ FP-1 – CAL PDZ (human) peptide binding inhibition; purified CAL PDZ, TMR-peptide fluorescence polarization, 1 h; Q9HD26; inhibition, % at 24.9 µM; 300,000 tested, 0.92% active; AID 602252;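 active = mean inhibition of at least 30% with at least half of replicates also reaching 30%; inconclusive = no clear call, values can overlap the other calls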;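 note: 0% = DMSO neutral control and 100% = excess unlabeled competitor peptide PRC23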
SR-BI uptake up – SR-BI HDL lipid transfer activation; CHO ldlA[mSR-BI] cells, DiI-HDL uptake fluorescence, 3 h; 100 = double the neutral-control signal; activation, % at 12.5 µM; 320,000 tested, 0.096% active;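 active = mean replicate activation of at least 60% and every replicate at or above 60%; inconclusive = mean or all-replicate condition met, but not both; inactive = mean below 60% and not all replicates reaching 60%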;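 note: 0% = median plate neutral-control signal and 100% = twice that signal; values of inactives mirror those of a sister screen read the other way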
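system = CHO ldlA[mSR-BI] cells, LDL receptor-null, SR-BI overexpressing | medium = Ham's F12 with 0.5% BSA, HEPES 25 mM, pH 7.4 | probe or stimulus = DiI-HDL 10 µg/mL | compound dosing = single-point compound dose | incubation = compound exposure 3 h, 37 °C | technique = DiI fluorescence, bottom read | read-out = cell-associated DiI fluorescence as measure of HDL uptake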
CAL PDZ FP-2 – human CAL PDZ-peptide interaction inhibition; AID 504414; 330,000 tested, 0.02% active; inhibition, % at 20 µM; purified CAL PDZ, TMR-peptide fluorescence polarization, 1 h;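 active = highest replicate inhibition of at least 40%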;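 note: plate controls were DMSO neutral control wells for no effect and unlabeled competitor peptide control wells for full effect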
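Test system: tagged CAL PDZ domain / Buffer or medium: sodium phosphate/NaCl buffer pH 7.4 with TCEP, IgG, Thesit / Reagent: TMR-labelled reporter peptide T*-PRC34 bound in PDZ groove / Compound dosing: single point, 20 µM / Schedule: 1 h incubation at room temperature before polarization reading / Technique: fluorescence polarization (mP) / Benchmarks: unlabelled peptide, DMSO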
MITF TRPM1 HTS – MITF TRPM1 promoter activation in melanoma cells; SK-MEL-5 TRPM1-promoter luciferase, 24 h; % of positive control, neutral wells = 0; activation, % at 12.5 µM; 300,000 tested, 0.75% active;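 active = mean activation of at least 80% with every replicate also reaching 80%; inconclusive = mean reaches 80% but some replicate falls short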;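 note: 0% = neutral control wells and 100% = parthenolide positive control wells; values of inactives mirror those of a sister screen read the other way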
SR-BI DiI inh – mouse SR-BI HDL lipid transfer inhibition; ldlA[mSR-BI] CHO cells, DiI-HDL uptake fluorescence, 3 h; inhibition, % at 12.5 µM; 320,000 tested, 0.96% active; Q61009; AID 488896;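 active = mean replicate inhibition of at least 70% and a set share of replicates each scoring 70 or more; inconclusive = meets just one of the two criteria; inactive = fails both criteria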;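 note: 0% = median of neutral control wells and 100% = median of positive control wells; values of inactives mirror those of a sister screen read the other way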
Target sequence (Q61009 whole entry, looked up): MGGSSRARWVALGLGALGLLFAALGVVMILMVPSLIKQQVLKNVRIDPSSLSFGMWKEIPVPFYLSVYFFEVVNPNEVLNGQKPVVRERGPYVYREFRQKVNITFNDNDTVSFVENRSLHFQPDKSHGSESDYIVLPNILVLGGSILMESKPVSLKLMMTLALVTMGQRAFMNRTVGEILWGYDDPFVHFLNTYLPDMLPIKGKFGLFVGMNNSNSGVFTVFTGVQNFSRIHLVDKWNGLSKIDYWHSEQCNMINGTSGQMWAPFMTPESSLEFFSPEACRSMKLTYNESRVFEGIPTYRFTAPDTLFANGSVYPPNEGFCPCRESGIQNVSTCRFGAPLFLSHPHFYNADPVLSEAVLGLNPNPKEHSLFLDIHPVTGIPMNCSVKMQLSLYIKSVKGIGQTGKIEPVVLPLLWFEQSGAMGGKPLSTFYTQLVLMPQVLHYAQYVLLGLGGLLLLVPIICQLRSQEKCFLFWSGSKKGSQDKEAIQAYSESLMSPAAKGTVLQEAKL
Rtt109 Vps75 – C. albicans Rtt109 histone acetyltransferase inhibition; Q5AAJ8; purified Rtt109/Vps75, ThioGlo CoA-SH fluorescence, 4 h; inhibition, % at 34.9 µM; 330,000 tested, 0.16% active; AID 540336;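 active = inhibition of at least 50% in every replicate; inconclusive = best replicate reaches 50% inhibition but some replicates fall short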
Target sequence (Q5AAJ8 whole entry, looked up): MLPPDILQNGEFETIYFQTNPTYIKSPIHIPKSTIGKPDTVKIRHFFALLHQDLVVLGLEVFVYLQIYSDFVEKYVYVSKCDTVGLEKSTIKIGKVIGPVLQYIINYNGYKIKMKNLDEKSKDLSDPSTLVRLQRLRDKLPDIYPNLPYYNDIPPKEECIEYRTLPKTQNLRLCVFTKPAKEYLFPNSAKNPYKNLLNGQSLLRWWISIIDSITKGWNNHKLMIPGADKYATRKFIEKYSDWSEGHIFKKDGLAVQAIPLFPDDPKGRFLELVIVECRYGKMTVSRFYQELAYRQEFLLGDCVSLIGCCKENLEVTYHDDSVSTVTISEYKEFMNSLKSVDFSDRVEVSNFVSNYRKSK
dFosB act – activators of mouse delta FosB homodimer | P13346 | purified delta FosB, TAMRA-CDK5 oligo fluorescence polarization; percent of positive-control signal above neutral wells | activation, % at 25 µM | 340,000 tested, 0.99% active | AID 493131;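 active = mean activation above about 17%, with every replicate also reaching it, limit read from the data, passing the limit was not always enough; inconclusive = only one of the two conditions met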;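 note: fluorescence polarization rise as delta FosB binds a TAMRA Cdk5 AP-1 oligo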
PvdQ inh – P. aeruginosa PvdQ acylase inhibition; purified PvdQ acylase, fluorescence plate reader; inhibition, % at 10 µM; 340,000 tested, 0.063% active; in the data active = inhibition above about 30%, passing the limit was not always enough; inconclusive = no clear call, values can overlap the other calls;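 note: 0% = vehicle neutral wells and 100% = reference inhibitor wells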
PfHsp90 set2 – reduces growth (ATP signal) of yeast expressing P. falciparum Hsp90; S. cerevisiae expressing PfHsp90, BacTiter-Glo ATP, 48 h; yeast lacking PDR1 and PDR3 efflux regulators; inhibition, % at 9.4 µM; 310,000 tested, 0.32% active; AID 504621;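 active = every replicate shows inhibition above about 80%, whatever the replicate mean, limit read from the data; inconclusive = mean inhibition reaches the set limit but some replicate falls short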;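 note: 0% = DMSO neutral controls and 100% = 20 µM radicicol positive controls; yeast relying on Plasmodium falciparum Hsp90 in place of its own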
NSD2 inh – inhibitors of human histone methyltransferase NSD2 | O96028 | NSD2 peptide methylation, AlphaScreen, 120 min | inhibition, % at 12.5 µM | 310,000 tested, 0.54% active; in the data active = inhibition above about 50%
An asterisk follows results filed as active; ? = inconclusive; nt = no result given.

SMILES	CAL PDZ FP-1	SR-BI uptake up	CAL PDZ FP-2	MITF TRPM1 HTS	SR-BI DiI inh	Rtt109 Vps75	dFosB act	PvdQ inh	PfHsp90 set2	NSD2 inh
CCN1/C(=C/C=C2/SC(=Nc3cccc4ncccc34)N(C)C2=O)Sc2ccccc21	nt	-20	0.3	-10	20	-3	-6	11	15	1
COc1ccc(CC(=O)N/N=C(\C)CC(=O)NCc2ccco2)cc1OC	10	-1	0.2	nt	1	5	-2	-14	-11	-1
COc1ccc(NC(=O)/C(=C\c2ccc3c(c2)OCO3)NC(C)=O)cc1	-2	7	-1.8	-1	-7	8	4	9	-5	-2
CC(=O)Oc1cc2c(C(C)=O)coc2c2ccccc12	nt	-5	-2.5	23	5	-1	-2	-15	-14	5
COc1ccc(-c2nnc(SCC(=O)NCCc3ccc(S(N)(=O)=O)cc3)o2)cc1OC	-3	2	0.2	-17	-2	-3	-7	-14	-13	-2
Cc1ccc(S(=O)(=O)N(c2cccc(C(F)(F)F)c2)C2C=CS(=O)(=O)C2)cc1 (stereo unspecified)	-1	2	-1.3	12	-2	-6	-10	-3	-13	0
S=C(Nc1ccc(Br)cc1Cl)N1CCC2(CC1)OCCO2	-1	-6	-2.6	19	6	-1	1	-12	9	-8
Cc1ccc(N2C(=O)c3ccccc3C2Nc2ccc(S(=O)(=O)N3CCCCC3)cc2)nc1 (stereo unspecified)	nt	15	0.0	nt	-15	-5	-4	0	-38	nt
COc1cccc(NC(=O)COc2cccc(-n3cnnn3)c2)c1	2	-4	-0.8	10	4	1	-3	-11	10	-4
COc1ccc(C(C)(C)C)cc1NC(=O)CSc1ncn[nH]1	-2	-18	-2.4	-2	18	6	-1	-21	-9	1
CC(=O)Nc1ccc(S(=O)(=O)NCCc2ccccn2)cc1	-1	0	-1.1	9	0	-5	-6	-3	1	-3
Cc1ccc(C(C)C)c(OCc2ccc(C(=O)N/N=C/c3ccc(O)c(O)c3)cc2)c1	-3	-82	-0.1	-26	82*	2	-10	3	5	18
CCN(c1cccc(C)c1)S(=O)(=O)c1ccc2c(c1)oc(=O)n2C	-2	6	-1.7	-2	-6	-10	-1	-4	-5	-1
Cc1ccnc(N2CCC(C(=O)Nc3ccc(Oc4ccccc4)cc3)CC2)n1	-2	-10	-2.1	nt	10	nt	0	-11	nt	-5
CCCCn1c(N)c(N(CCOC)C(=O)CSCc2cccc(C)c2)c(=O)[nH]c1=O	0	5	-1.3	-6	-5	nt	-5	6	10	-4
Cc1ccc(CSc2nc3nc(C)cc(C)n3n2)cc1	-3	12	0.1	nt	-12	-1	-9	-8	-4	-2
O=C(NC12CC3CC(CC(C3)C1)C2)c1cc([N+](=O)[O-])ccc1Cl	-4	-44	-2.5	-1	44	3	9	-13	12	-1
COc1ccc(C(=O)C(Cc2cc(C(C)=O)ccc2OC)N2CCCC2)cc1 (stereo unspecified)	nt	12	-0.1	-3	-12	10	-8	1	10	7
CC(=O)N1CCC2(CC1)CC(=O)c1cc(OCC(=O)NCc3ccco3)ccc1O2	nt	11	-0.4	-3	-11	-12	-11	-1	nt	-3
Cc1cc(C)n2nc(SC(C)C(=O)N3CC(C)OC(C)C3)nc2n1 (stereo unspecified)	nt	5	0.1	17	-5	13	-2	5	nt	-1
CN1C[C@@H]2[C@@H]3C(=O)N(C)C(=O)[C@@H]3[C@](C)(C1=O)N2C(=O)c1ccc(F)cc1	-3	-2	-0.7	-8	2	2	5	-18	-3	nt
CC(=O)N1CCc2cc(S(=O)(=O)NC(Cc3ccccc3)C(=O)O)ccc21 (stereo unspecified)	-2	7	-1.7	-16	-7	17	1	-5	-19	-2
O=C(COC(=O)C1CCN(/C=C/C(=O)C(F)(F)F)CC1)Nc1ccccc1	1	40	-0.6	-7	-40	0	-4	-11	25	-1
CCCNS(=O)(=O)c1ccc(OCC(=O)N(C)Cc2ccccc2)cc1	-2	-11	1.0	-10	11	0	0	6	5	-8
COCCCNC(=O)CSc1nc2c(sc3ccccc32)c(=O)n1CCCC(=O)NCC1CCCO1 (stereo unspecified)	-7	22	-1.2	0	-22	-2	-10	-6	-5	3
COc1cc2c(cc1OC)C(c1cccc(F)c1)CC(=O)N2 (stereo unspecified)	3	-12	0.0	nt	12	8	-10	7	10	1
Cc1ccc2cc(CCNC(=O)CCCc3ccccc3)c(=O)[nH]c2c1C	0	3	-2.8	0	-3	13	-2	-13	-9	-4
O=C(NC(=S)Nn1cnnc1)c1ccccc1	-5	-2	-0.2	-2	2	-2	-2	-17	9	nt
Cc1ccc(/C=C/C(=O)OCC(=O)NCCc2ccc(S(N)(=O)=O)cc2)o1	nt	8	0.1	0	-8	8	2	5	nt	4
Cc1ccc(C(=O)OCC(=O)NC2CCCc3ccccc32)o1 (stereo unspecified)	-2	14	-0.4	3	-14	4	-11	14	-3	1
COc1cc(/C=C/C2=NNC(=O)CC2)cc(OC)c1OC	-5	-6	-1.4	-44	6	2	8	-8	5	nt
COc1ccc(CNC(=O)c2nc(S(=O)(=O)Cc3ccccc3)ncc2Cl)cc1	0	29	-2.4	-68	-29	?	-14	-11	9	-5
Cc1nc(-c2noc(-c3cccc(Cl)c3)n2)c(C(F)(F)F)o1	-3	-15	-0.9	nt	15	-4	-4	-5	-4	-7
O=C(NC(=O)N1CCN(c2ccc([N+](=O)[O-])cn2)CC1)c1ccccc1F	nt	7	0.1	nt	-7	3	-4	-15	17	-1
Cc1c(NS(=O)(=O)c2ccccc2)c(=O)n(-c2ccccc2)n1C	0	28	0.2	1	-28	-6	5	-14	16	-2
O=S(=O)(c1ccc2ccccc2c1)N1CCN(C2CCN(Cc3ccccc3)CC2)CC1	nt	22	-1.2	-11	-22	1	-5	-2	nt	9
CCOc1ccc2[nH]c(=O)c(CN(Cc3ccc(F)cc3)C(=O)c3ccco3)cc2c1	-2	-17	-0.5	-25	17	-9	-9	-10	-7	nt
COc1ccc(-c2cc(C(=O)NCCCN3CCOCC3)no2)cc1	1	2	-1.3	-5	-2	-1	-4	-2	-3	12
Cc1ccc2c(C)nc(Nc3nc(CSc4nnc(C)s4)cc(=O)[nH]3)nc2c1	nt	3	0.1	8	-3	-18	-32	-7	3	0
COc1cccc(N=Nc2ccc(O)c3ncccc23)c1	-1	-8	-0.9	-52	8	-16	-5	-3	102*	14
COc1ccc2c(c1)C(C)=CC(C)(C)N2C(=O)CNCc1ccc2c(c1)OCO2	-2	-1	-2.5	-8	1	-2	-9	-18	17	3
O=C(NNc1ccccc1C(F)(F)F)c1cccs1	3	9	0.4	-5	-9	0	-2	-10	30	3
O=C(c1cccc(F)c1)N1CCCC(C(=O)N2CCCCCC2)C1 (stereo unspecified)	-1	16	-0.7	-10	-16	-8	-5	-16	-11	nt
O=C(c1cc(Cl)nc2ccccc12)N1CCCCC1	3	-4	-1.4	-14	4	7	9	18	-4	0
Nc1nnc(SC2CC(=O)N(c3ccccc3)C2=O)s1 (stereo unspecified)	3	10	-1.8	-8	-10	?	3	-5	-7	-4
Cc1cc(N2O[C@H]3C=C[C@@H]2C3)no1	-3	-12	-0.2	5	12	-2	-4	-16	-6	nt
CCOCCCNC(=O)c1ccc2c(c1)ncn2-c1ccccc1OC	-3	-21	-0.8	4	21	-2	-7	2	-3	2
O=C(c1cccs1)N(CCN1CCCCC1)CC1CCCN(C2CCCC2)C1 (stereo unspecified)	-2	23	-0.5	39	-23	-5	-8	-6	18	7
O=C(CSc1ccccc1)N1CCN(c2ccccc2)CC1	1	nt	-0.7	28	nt	-4	3	-2	3	-1
CN(C)c1c([N+](=O)[O-])cc(N2C(=O)C=CC2=O)cc1[N+](=O)[O-]	37*	-26	-0.9	-60	26	-1	-15	-12	nt	-3

Continued:
SMILES	CAL PDZ FP-1	SR-BI uptake up	CAL PDZ FP-2	MITF TRPM1 HTS	SR-BI DiI inh	Rtt109 Vps75	dFosB act	PvdQ inh	PfHsp90 set2	NSD2 inh
CNS(=O)(=O)c1cccc(C(=O)OCC(=O)c2ccc3c(c2)OCCO3)c1	45*	1	-1.4	-1	-1	5	-8	-8	-1	-2
CN(CC(=O)Nc1cccc(F)c1)C(=O)/C=C/c1cn(Cc2ccccc2)nc1-c1cccnc1	-8	-17	-1.6	-10	17	19	-1	-20	nt	1
COCCn1c(N)c(N(Cc2ccccc2)C(=O)c2oc3ccccc3c2C)c(=O)[nH]c1=O	-2	-2	0.6	2	2	2	-7	-26	10	-3
N#CCC(=N)N1CCN(c2ccc(F)cc2)CC1	1	-8	0.2	3	8	5	-11	-9	6	-1
CCC(C)NC(=O)CSc1nnc(-c2ccoc2C)n1CC1CCCO1 (stereo unspecified)	-1	9	-0.7	-8	-9	1	6	-17	18	-7
COCCNC(=O)C(c1cccc(OC)c1)N(C(=O)Cn1nnc2ccccc21)c1cccnc1 (stereo unspecified)	-1	19	-0.9	3	-19	-4	2	-23	3	-1
Cc1cccc(C(C)C)c1NC(=O)COC(=O)CN1C(=O)C2CC=CCC2C1=O (stereo unspecified)	-6	8	-1.0	4	-8	0	-8	-7	nt	2
CCc1ccc(C(=O)NNc2ccc(F)cc2)cc1	-2	8	-1.4	nt	-8	-6	-5	7	4	-2
CC1(C)CC(NC(=O)COc2ccc(Cl)cc2Cl)CC(C)(C)N1	-3	9	-3.4	17	-9	-7	-6	-14	22	-1
Cc1cccc(C(=O)n2c(=S)nc3ccccn32)c1	nt	6	-1.2	nt	-6	20	-24	11	32	3
COC(=O)c1cccc(NC(=O)Cc2coc3cc(OC)ccc23)c1	-3	-10	-1.6	11	10	0	-3	-6	5	-2
COc1ccc(NC(=O)Nc2nnc(CC(=O)NCc3ccccc3)s2)cc1	0	12	-0.3	13	-12	nt	0	3	0	5
CC(C)OCCCn1c(SCC(=O)N2CCc3ccccc32)nc2ccccc2c1=O	2	-8	-0.3	-5	8	2	-8	-3	-23	-2
C=CCn1c(SCC(=O)c2cc(C)n(C(C)COC)c2C)nc2sc(C)c(C)c2c1=O (stereo unspecified)	-3	-10	-0.7	9	10	0	-8	-5	nt	2
